Source: PubChem
FadD28 FP inh – inhibitors of FadD28 bisubstrate probe binding, primary screen, biochemical, fluorescence polarization, single point. actives 0.22% (n = 360,000). inhibition, % at 12.5 µM. Mycobacterium tuberculosis FadD28 fatty-acid-AMP ligase. AID 588549, 2011; in the data active means inhibition above about 8.5%, passing the limit was not always enough; inconclusive means no clear call, values can overlap the other calls
BoNT A protease – BoNT/A light chain protease inhibitors, primary screen, biochemical, flow cytometry, MLPCN library; actives 0.17% (n = 360,000); Botulinum neurotoxin type A light chain protease (Clostridium botulinum A str. ATCC 3502); inhibition, % at 10 µM; multiplex microsphere protease substrate cleavage; further: plate controls were buffer without enzyme for full effect and enzyme alone for no effect
Y pestis TopoI – Yersinia pestis topoisomerase I inhibitors, primary screen, biochemical, cleavage product accumulation, plate reader, single point; actives 0.064% (n = 360,000); Y. pestis Topo-I cleavage product accumulation; activity, % at 10 µM; DNA topoisomerase I (Yersinia pestis CO92); in the data active means activity above about 50%, passing the limit was not always enough; inconclusive means no clear call, values can overlap the other calls; further: inactives centre near 2
Anthrax LF prot – Bacillus anthracis LF protease inhibitors, primary screen, biochemical, multiplex microsphere, MLPCN library; Lethal factor (Bacillus anthracis), P15917; multiplex microsphere protease cleavage assay; inhibition, % at 10 µM; actives 0.12% (n = 360,000); AID 588501, 2011; further: plate controls were buffer without enzyme for full effect and enzyme alone for no effect
Target sequence (P15917 whole entry, looked up): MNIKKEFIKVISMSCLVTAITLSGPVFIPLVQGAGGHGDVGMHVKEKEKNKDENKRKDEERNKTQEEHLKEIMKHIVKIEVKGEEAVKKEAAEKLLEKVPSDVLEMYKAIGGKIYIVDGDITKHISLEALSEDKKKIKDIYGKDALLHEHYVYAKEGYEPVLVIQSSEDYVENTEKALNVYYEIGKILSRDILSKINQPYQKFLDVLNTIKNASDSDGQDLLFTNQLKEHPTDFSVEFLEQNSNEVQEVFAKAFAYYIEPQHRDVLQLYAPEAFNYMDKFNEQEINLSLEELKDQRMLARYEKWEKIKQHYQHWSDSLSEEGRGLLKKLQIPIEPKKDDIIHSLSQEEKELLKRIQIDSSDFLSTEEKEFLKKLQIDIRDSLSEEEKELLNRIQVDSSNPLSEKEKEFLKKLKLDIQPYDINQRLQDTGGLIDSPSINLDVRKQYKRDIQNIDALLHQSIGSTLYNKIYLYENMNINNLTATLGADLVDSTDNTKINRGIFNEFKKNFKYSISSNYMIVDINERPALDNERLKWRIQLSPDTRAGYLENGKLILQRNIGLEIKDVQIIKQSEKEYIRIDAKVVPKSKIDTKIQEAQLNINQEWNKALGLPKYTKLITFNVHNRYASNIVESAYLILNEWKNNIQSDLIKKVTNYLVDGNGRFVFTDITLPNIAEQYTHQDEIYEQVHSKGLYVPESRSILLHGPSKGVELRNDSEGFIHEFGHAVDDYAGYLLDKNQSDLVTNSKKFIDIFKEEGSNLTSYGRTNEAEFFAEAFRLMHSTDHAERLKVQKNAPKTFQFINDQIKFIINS
PrPC surface inh – inhibitors of human cell surface prion protein PrPC, primary screen, cell-based, TR-FRET; Major prion protein (Homo sapiens), P04156; TR-FRET read-out; AID 720596, 2013; inhibition, % at 13.8 µM; actives 0.43% (n = 370,000); in the data active means inhibition above about 24%; further: 0% = median of the test wells and 100% = reference compound wells
TcdB inh – TcdB glycohydrolase inhibitors, primary screen, biochemical, single point, plate reader | TcdB glycohydrolase enzymatic assay | inhibition, % at 9.99 µM | actives 0.24% (n = 350,000) | AID 652162, 2013; in the data active means inhibition above about 10%
CCHFV vOTU inh – CCHFV vOTU protease inhibitors, primary screen, biochemical, Pep-AMC substrate, fluorescence | Crimean-Congo hemorrhagic fever virus L polyprotein viral ovarian tumor (vOTU) protease … | inhibition, % at 11.5 µM | AID 651958, 2012 | actives 0.55% (n = 370,000); in the data active means inhibition above about 30%; further: 0% = vehicle wells with enzyme and 100% = no enzyme wells
PfHsp40 rescue – rescue of yeast from PfHsp40 toxicity, primary screen, S. cerevisiae, ATP luminescence | S. cerevisiae expressing PfHsp40, growth rescue | growth rescue, % at 12.5 µM | actives 0.68% (n = 340,000); in the data active means growth rescue above about 28%, passing the limit was not always enough; inconclusive means no clear call, values can overlap the other calls;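 further: yeast W303a lacking pdr1 and pdr3 grown in galactose medium; growth measured after three days at 30 °C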
BoNT F protease – BoNT/F light chain protease inhibitors, primary screen, biochemical, flow cytometry, MLPCN library; Botulinum neurotoxin type F light chain protease (Clostridium botulinum); Multiplex microsphere protease cleavage assay; inhibition, % at 10 µM; actives 0.22% (n = 360,000); in the data active means inhibition above about 35%, passing the limit was not always enough; inconclusive means no clear call, values can overlap the other calls; further: plate controls were buffer without enzyme for full effect and enzyme alone for no effect
* marks the source's active call; other numbers are inactive results; u = inconclusive; x = not tested or not shown; & = joins results of further samples. Unless noted, no stated cut-off is given here; in the data, active means inhibition above about 30%; inconclusive means no clear call, values can overlap the other calls; inactive means below that.

Below each compound: FadD28 FP inh | BoNT A protease | Y pestis TopoI | Anthrax LF prot | PrPC surface inh | TcdB inh | CCHFV vOTU inh | PfHsp40 rescue | BoNT F protease
1	CN(C)S(=O)(=O)c1ccc(NC=O)cc1
→ 0.3 | 0.7 | -4 | 0 | -5 | 6.6 | -2 | -0.9 | -4
2	CN(C(=O)c1cccc(NC(=O)Cc2ccc(NC(=O)C3CCCN(C(=O)C4CCC4)C3)cc2)c1)C1CCCCC1 (stereo not given)
→ 0.0 | -0.3 | 13 | -3 | -3 | -0.1 | 2 | 0.0 | -8
3	CC1(C)CC(NS(=O)(=O)c2ccc(S(N)(=O)=O)cc2)CC(C)(C)N1
→ -1.4 | 0.3 | -2 | -1 | -2 | 0.5 | -6 | -0.9 | 7
4	N#Cc1c(N2CCN(C(=O)c3ccccc3)CC2)nc(-c2ccccc2)c2c1CCCC2
→ -1.5 | 0.2 | 35 | -1 | -9 | x | 0 | 3.9 | -13
5	COc1ccc(CC(N)c2csc(NC(=O)c3ccccc3OC)n2)cc1 (stereo not given)
→ -1.0 | 0.1 | -5 | 6 | 3 | 0.2 | 25 | x | -12
6	COc1cccc(C(c2cccc(OC)c2)c2ccccc2C(=O)O)c1
→ -1.0 | 0.0 | 5 | -10 | -3 | 0.3 | 12 | -0.9 | 2
7	COCCN(Cc1ccccc1)C(=O)c1cccc(S(=O)(=O)N2CCCc3ccccc32)c1
→ -2.9 | -2.9 | 34 | 1 | 2 | 0.8 | -1 | 0.8 | -12
8	CC1(C)CC(=O)c2cc3c(nc2C1)CC(C)(C)CC3=O
→ -3.0 | 0.5 | -1 | -3 | -3 | x | 7 | 1.7 | -2
9	CCC1(C)Cc2ccccc2-c2nc(NCCO)[nH]c(=O)c21 (stereo not given)
→ u | 0.0 | 6 | -3 | -3 | -0.9 | -129 | 1.1 | 4
10	Cc1ccc(NC(=O)CN(C)C(=O)CSc2nc3ccccc3o2)cc1
→ -2.8 | 0.0 | 4 | -1 | 7 | x | 5 | 23 | 6
11	Cc1cc(C)n2c(Br)c(CSc3nc4ccccc4o3)nc2n1
→ 0.3 | 0.2 | 3 | -5 | -8 | x | -6 | 0.0 | 0
12	Cc1ccccc1N(C(=O)c1snc(C(N)=O)c1N)C(C(=O)NC1CCCC1)c1ccco1 (stereo not given)
→ x | -0.7 | 26 | -5 | -6 | 1.9 | -29 | 0.2 | 2
13	CS(=O)(=O)c1sc2nc(-c3ccccc3)cc(-c3ccccc3)c2c1N
→ 0.7 | 9.0 | 36 | 4 | -5 | x | 0 | 0.1 | -7
14	CC(OC(=O)c1ccc2c(c1)C(=O)N(Cc1ccncc1)C2=O)C(=O)Nc1cccc(Cl)c1Cl (stereo not given)
→ 1.9 | 6.0 | 4 | 2 | 2 | x | 2 | -0.9 | -5
15	Cn1nc(NC(=O)CC(C)(C)CC(=O)O)c2ccccc21
→ 0.9 | -0.3 | 8 | -1 | -4 | 1.8 | -7 | 0.1 | 1
16	Cc1ccc(S(=O)(=O)NCC2CCCO2)cc1[N+](=O)[O-] (stereo not given)
→ -1.3 | 0.0 | 2 | 0 | -3 | x | -21 | -0.1 | 0
17	COc1cccc(C(O)c2nc(-c3cncnc3)cs2)c1 (stereo not given)
→ -3.3 | -0.3 | -1 | -9 | -10 | -0.6 | 3 | x | 2
18	Cc1noc(C)c1C(=O)NC(C)c1ccc2c(c1)OCO2 (stereo not given)
→ -3.0 | 0.2 | 4 | -2 | -3 | x | -15 | -1.3 | -2
19	Cc1ccc(-n2c(-c3cccnc3)n[nH]c2=S)c(C)c1
→ -1.3 | u | 1 | u | -1 | x | 1 | -0.9 | x
20	CCN(c1cccc(C)c1)S(=O)(=O)c1cc2c3c(c1)CCN3C(=O)CC2
→ -4.2 | 3.0 | 15 | 2 | 6 | 3.5 | 21 | 5.8 | 1

Next section, overlapping the part above by 4 compounds.
Below each compound: FadD28 FP inh | BoNT A protease | Y pestis TopoI | Anthrax LF prot | PrPC surface inh | TcdB inh | CCHFV vOTU inh | PfHsp40 rescue | BoNT F protease
17	COc1cccc(C(O)c2nc(-c3cncnc3)cs2)c1 (stereo not given)
→ -3.3 | -0.3 | -1 | -9 | -10 | -0.6 | 3 | x | 2
18	Cc1noc(C)c1C(=O)NC(C)c1ccc2c(c1)OCO2 (stereo not given)
→ -3.0 | 0.2 | 4 | -2 | -3 | x | -15 | -1.3 | -2
19	Cc1ccc(-n2c(-c3cccnc3)n[nH]c2=S)c(C)c1
→ -1.3 | u | 1 | u | -1 | x | 1 | -0.9 | x
20	CCN(c1cccc(C)c1)S(=O)(=O)c1cc2c3c(c1)CCN3C(=O)CC2
→ -4.2 | 3.0 | 15 | 2 | 6 | 3.5 | 21 | 5.8 | 1
21	CC(=O)N1N=C(c2ccccc2)CC1c1cccs1 (stereo not given)
→ 2.7 | -0.4 | 6 | 2 | -4 | 0.2 | -8 | 2.4 | 0
22	CC(=NCCc1ccccc1)C1=C(O)C(c2ccccc2)OC1=O (stereo not given)
→ -1.3 | -1.2 | 8 | 9 | -3 | 0.6 | -1 | -0.9 | 1
23	COC(=O)c1sc(C(F)(F)F)c(-c2ccccc2)c1S(=O)(=O)NC(C)(C)C
→ -0.2 | u | 9 | 8 | 0 | 1.3 | -4 | 4.2 | u
24	O=C(COc1ccccc1[N+](=O)[O-])N/N=C/c1ccc(O)c([N+](=O)[O-])c1
→ 1.0 | -1.8 | 1 | -2 | -16 | -1.1 | 8 | 0.2 | -6
25	O=C1C(=Cc2cccs2)C(=O)c2ccccc21
→ -1.5 | 0.2 | -5 | -7 | -4 | 0.2 | -9 | -1.1 | -1
26	COCCNC(=O)C1CC(c2ccccc2[N+](=O)[O-])=NO1 (stereo not given)
→ -3.4 | -0.3 | -11 | -1 | -1 | 0.6 | 11 | -0.7 | -2
27	COc1ccccc1-c1nnc(N)s1
→ 1.3 | 0.8 | 5 | -4 | 0 | 1.0 | -15 | 1.2 | 2
28	CCN(CC)c1nc(-c2cccc(OC)c2O)nc2ccccc12
→ -4.3 | x | -7 | x | -3 | x | 3 | 0.1 | x
29	COC(=O)c1nn(-c2ccccc2)c(=O)cc1Oc1ccccc1
→ -6.3 | 0.3 | -4 | -2 | -2 | x | -2 | -1.2 | 1
30	COc1ccc(Nc2c(-c3ccc(C)cc3)nc3cnccn23)cc1
→ 1.7 | -1.3 | 26 | -5 | 15 | 1.6 | 16 | -1.4 | 4

Record cards, from the list above. Screens in order: FadD28 FP inh	BoNT A protease	Y pestis TopoI	Anthrax LF prot	PrPC surface inh	TcdB inh	CCHFV vOTU inh	PfHsp40 rescue	BoNT F protease
O=C1C(=Cc2cccs2)C(=O)c2ccccc21 is listed as -1.5	0.2	-5	-7	-4	0.2	-9	-1.1	-1
COc1ccccc1-c1nnc(N)s1 is listed as 1.3	0.8	5	-4	0	1.0	-15	1.2	2
CCN(CC)c1nc(-c2cccc(OC)c2O)nc2ccccc12 is listed as -4.3	x	-7	x	-3	x	3	0.1	x
CC(=NCCc1ccccc1)C1=C(O)C(c2ccccc2)OC1=O (stereo not given) is listed as -1.3	-1.2	8	9	-3	0.6	-1	-0.9	1

More records:
Below each compound: FadD28 FP inh | BoNT A protease | Y pestis TopoI | Anthrax LF prot | PrPC surface inh | TcdB inh | CCHFV vOTU inh | PfHsp40 rescue | BoNT F protease
31	CCOc1cc2[nH]c(=O)n(CC3CCC(C(=O)NCCCOC)CC3)c(=O)c2cc1OCC (stereo not given)
→ 0.0 | -0.1 | -5 | 5 | 12 | x | -8 | 0.3 | -7
32	CS(=O)(=O)N(CC(=O)N1CCN(Cc2ccccc2)CC1)c1ccc(F)cc1
→ -3.3 | -0.1 | -2 | -3 | 14 | -0.4 | -3 | -0.4 | 1
33	COc1ccc(CN2C(=O)C(CC(=O)NC3CCCC3)CC(C(=O)N(C(C)C)C(C)C)=C2C)cc1 (stereo not given)
→ -1.3 | 0.1 | 13 | 2 | 4 | -0.4 | 22 | x | -5
34	COC(=O)[C@H](CCSC)NC(=O)NCCc1ccccc1F
→ -3.2 | -0.2 | -3 | -3 | -5 | x | -4 | -0.6 | -10
35	O=C(C1CCC(=O)N1Cc1cccnc1)N1CCN(c2ccc(F)cc2)CC1 (stereo not given)
→ 3.2 | -0.2 | -2 | -5 | -3 | -0.4 | -8 | 0.4 | 6
36	COc1cc(Br)c(Br)c(Br)c1N
→ -2.2 | u | -9 | -8 | 2 | 1.2 | -2 | 19 | u
37	COc1ccc(-[n+]2c(C)cc(/C=C3\Sc4ccccc4N3C)cc2C)cc1
→ -0.3 | 68* | -2 | 20 | 17 | 9.8 | 28 | u | -40
38	Cc1ccc(S(=O)(=O)N(C)C[C@H]2Oc3cc(Br)ccc3S(=O)(=O)N([C@H](C)CO)C[C@@H]2C)cc1
→ -0.9 | 0.0 | 4 | -3 | -3 | 0.9&-0.9&1.1 | -11 | x | 6
39	O=C(Nn1cnnc1)c1ccccc1F
→ 0.2 | -0.6 | -1 | 3 | -2 | 0.3 | -6 | -2.0 | u
40	CC(=O)Nc1sc2c(c1-c1nc3ccccc3s1)CN(C(C)C)CC2
→ -0.1 | 4.8 | -1 | 0 | 38* | 3.2 | 6 | -0.6 | 7
41	O=C(Nc1cccc(S(=O)(=O)N2CCOCC2)c1)c1cc(S(=O)(=O)N2CCOCC2)c(Cl)cc1Cl
→ -0.9 | -0.3 | 29 | -5 | -1 | 1.0 | -2 | 1.2 | -1
42	O=C(Nn1cnnc1)c1ccc(F)c(S(=O)(=O)N2CCCCC2)c1
→ 0.0 | -0.1 | 8 | 0 | 5 | x | 12 | 0.7 | 6
43	C=C(C)CSc1nc2c(c(=O)[nH]c(=O)n2C)n1CCC(C)C
→ -4.6 | -0.7 | 3 | -5 | 13 | 2.8 | 4 | 7.1 | -2
44	CCCc1cc(=O)oc2c3c(cc(OCC(=O)N[C@@H](CSC)C(=O)O)c12)OC(C)(C)CC3
→ -1.4 | -2.2 | 4 | 12 | 5 | 0.5 | -148 | -0.2 | -18
45	COCc1nnc(NC(=O)CSc2ccccc2)s1
→ 0.3 | 0.2 | 15 | 0 | 7 | x | -6 | -0.7 | -1
46	COC(=O)C(C)Oc1ccc2cc(-c3ccccc3)c(=O)oc2c1 (stereo not given)
→ -0.5 | -0.5 | 9 | -2 | 3 | 0.7 | -346 | 0.7 | -6
47	Cc1cc(=O)oc(C)c1C(=O)NCCc1ccc(F)cc1
→ -3.2 | 0.2 | 0 | 0 | -6 | x | 20 | 0.0 | 13
48	CN(C)Cc1csc(NC(=O)Nc2ccccc2Oc2ccccc2)n1
→ -5.3 | -0.3 | 6 | -4 | 2 | -0.1 | 2 | x | -8
49	CC(=O)Nc1cccc(/C(C)=N/NC(=O)c2cccc(S(=O)(=O)N3CCOCC3)c2)c1
→ -2.2 | -0.4 | -3 | -4 | -2 | -1.2 | -12 | -2.0 | -6
50	Cc1cccn2c(=O)c3cc(C(=O)NC(C)C)c(=N)n(Cc4ccncc4)c3nc12
→ -3.6 | -0.1 | -1 | -5 | -41 | x | -196 | -0.4 | 1
51	CCCCCNC(=O)c1ccc2c(=O)n(CC3CCCO3)c(=S)[nH]c2c1 (stereo not given)
→ -0.3 | -1.1 | 3 | -2 | -2 | 0.7 | 9 | -0.6 | -4
52	CCCNC(=O)C1(C)CCCN(C(=O)c2ccccc2OC(F)(F)F)C1 (stereo not given)
→ 0.5 | 0.1 | -2 | -3 | -5 | 12* | -12 | x | 1
